Assay outcomes (PubChem)
STK33 inh = inhibitors of purified STK33 kinase, primary screen, biochemical, ADP-Glo luminescence, homogeneous, cell-free. AID 2661, 2010. MBP phosphorylation. inhibition, % at 10 µM. 0.073% of 320,000 active. Serine/threonine-protein kinase 33 (Homo sapiens), Q9BYT3;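 active = inhibition at or above 25%, using the most active replicate where run in duplicate; inactive = inhibition below 25%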
Target sequence (Q9BYT3 whole entry, looked up): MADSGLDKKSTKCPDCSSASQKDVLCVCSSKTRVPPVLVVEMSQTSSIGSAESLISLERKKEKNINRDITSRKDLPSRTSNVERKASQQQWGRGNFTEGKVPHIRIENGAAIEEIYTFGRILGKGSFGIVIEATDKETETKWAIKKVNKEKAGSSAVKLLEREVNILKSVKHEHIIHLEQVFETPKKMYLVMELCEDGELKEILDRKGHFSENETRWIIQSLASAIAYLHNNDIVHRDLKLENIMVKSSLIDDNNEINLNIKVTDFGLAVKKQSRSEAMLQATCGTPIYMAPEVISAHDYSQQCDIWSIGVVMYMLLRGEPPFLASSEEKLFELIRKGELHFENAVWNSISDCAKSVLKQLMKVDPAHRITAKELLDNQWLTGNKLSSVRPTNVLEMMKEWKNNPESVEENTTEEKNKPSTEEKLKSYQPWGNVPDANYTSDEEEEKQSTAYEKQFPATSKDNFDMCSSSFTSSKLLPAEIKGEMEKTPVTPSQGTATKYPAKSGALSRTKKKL
OX1R antag = antagonists of human orexin 1 receptor (OX1R) | Orexin/Hypocretin receptor type 1 (Homo sapiens), O43613 | OX1R-expressing cells, FRET antagonist read-out | inhibition, % at 6.6 µM | 1.8% of 330,000 active | AID 485270, 2010; in the data active = inhibition mostly above about 38%, no sharp cut-off; inactive = mostly below about 40%;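 also: 0% = agonist challenge alone and 100% = reference antagonist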
Target sequence (O43613 whole entry, looked up): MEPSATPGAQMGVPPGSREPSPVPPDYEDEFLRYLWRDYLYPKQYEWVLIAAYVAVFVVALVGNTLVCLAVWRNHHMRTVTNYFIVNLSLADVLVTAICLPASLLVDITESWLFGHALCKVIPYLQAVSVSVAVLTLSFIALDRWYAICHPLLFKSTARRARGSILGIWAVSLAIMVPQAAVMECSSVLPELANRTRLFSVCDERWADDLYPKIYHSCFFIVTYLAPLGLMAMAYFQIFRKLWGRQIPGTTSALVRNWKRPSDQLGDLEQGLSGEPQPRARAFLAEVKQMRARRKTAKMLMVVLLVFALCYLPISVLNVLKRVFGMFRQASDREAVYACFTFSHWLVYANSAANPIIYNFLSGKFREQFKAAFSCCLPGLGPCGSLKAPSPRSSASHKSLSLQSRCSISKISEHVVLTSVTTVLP
The depositor's hits bear a star; · = no result given.

SMILES | STK33 inh | OX1R antag
N#Cc1ccccc1OCC(=O)OCC(=O)NC1CCS(=O)(=O)C1 (configuration not stated) | -0.8 | 9.3
O=C(CSc1nc2[nH]ncc2c(=O)[nH]1)Nc1ccc(OC(F)(F)F)cc1 | -0.1 | 15.9
COc1ccc(/C=C/C(=O)N2CCC(c3ccccc3)C2)cc1 (configuration not stated) | -0.1 | 8.8
CN(C)S(=O)(=O)c1ccc(NC(=S)NC(=O)c2ccc(Br)o2)cc1 | 1.2 | 20.2
Clc1cccc(/C=N/Nc2nc(Cl)nc3ccccc23)c1 | -7.5 | 4.4
CCCNC(=S)N1CCCC(c2nc3ccccc3[nH]2)C1 (configuration not stated) | 0.6 | 1.1
O=C(CCn1[nH]c(=O)c2ccccc2c1=O)NCCO | -2.5 | 11.2
CN(C)CCN1C(=O)C(=O)/C(=C(/O)c2ccc(F)cc2)C1c1ccccc1F (configuration not stated) | 1.6 | 8.6
CC(=N\NC(=O)c1ccc([N+](=O)[O-])cc1)/C(=N/O)C(=O)Nc1ccccc1 | 1.0 | 29.9
CC1CCN(C(=O)c2nc[nH]c2C(=O)O[C@H](C)c2ccccc2)CC1 | -1.1 | 10.0
O=C1NC(c2ccccc2)=N/C1=C/c1ccco1 | 1.3 | 14.3
Cc1cnc(C(=O)Nc2ccccc2-c2nnn(CC(=O)NC3CCCC3)n2)cn1 | 0.3 | 7.2
c1ccc(Sc2nc(N3CCCCC3)nc(N3CCCCC3)n2)nc1 | 0.0 | 22.7
COc1ccc(O)c(C(=O)CC(=O)c2ccccc2C)c1 | -0.2 | 17.3
Cn1nc(C(F)(F)F)cc1C(=O)Nc1ccc(-c2ccno2)cc1 | 0.6 | 1.7
C#CCNC(=O)C1=C[C@@H](c2csc3ccccc23)[C@H](CCCO)[C@@H](OCC)O1 | -1.8 | 22.6
CCOC(=O)C1=C(C)c2ccccc2OC1(CC)C(=O)OCC (configuration not stated) | · | 9.5
COCCCNC(=O)c1cc(C)nc2ccc(F)cc12 | -1.1 | 11.4
CCCCOc1ccccc1NC(=O)CSc1nnnn1C(C)(C)C | -0.5 | 16.1
Cc1ccn2c(NC3CCCCC3)c(C(C)C)nc2c1 | -0.1 | 4.7
COCC(C)NC(=O)COc1ccc(Cl)cc1Cl (configuration not stated) | -1.4 | 20.2
Cc1ccc(NC(=O)NC(=O)COc2ccc(Cl)cc2Cl)c(C)c1 | -0.7 | 4.0
Cc1c(C)n(C(=O)CN2CCN(c3ccccc3)CC2)c2ccccc12 | -0.8 | 22.0
CSc1cccc(NC(=S)N(CCC(C)C)C2CCN(C(C)=O)CC2)c1 | -0.6 | 2.8
COc1ccc(-n2nc3ccc(N)cc3n2)cc1Cl | -1.5 | 27.1
COc1ccc(NC(=O)CSCC(=O)Nc2ccc(S(=O)(=O)N3CCCCC3)cc2)cc1 | -1.8 | 19.7
CC(=O)c1cccc(NC(=O)N[C@@H](CC(C)C)C(=O)O)c1 | 0.6 | -5.2
Cc1ccc(C2C(C#N)=C(N)Oc3n[nH]c(-c4cccs4)c32)cc1 (configuration not stated) | 0.1 | 26.1
COc1ccccc1CNC(=O)CN(C)S(=O)(=O)c1ccc(F)cc1 | -2.2 | 19.3
CCn1cc2nc(SCC(=O)Nc3ccc(F)cc3F)n(Cc3ccccc3)c(=O)c2n1 | 0.0 | 8.0
Cc1cccc(NC(=O)CN2CCN(C(=O)c3ccc(OCc4cn5ccccc5n4)cc3)CC2)c1C | 5.3 | 6.5
C=CCC1C=C(Cc2ccccc2)CC(CC=C)N1 (configuration not stated) | -1.2 | 15.4
O=C(c1ccccc1)N(Cc1ccc2c(c1)OCO2)Cc1nc2ccccc2c(=O)[nH]1 | -0.2 | 50.4
CC(=O)Nc1ccc2c(c1)nc(CCN1CCOCC1)n2C | -0.6 | 5.7
O=C(c1ccco1)N1CCN(Cc2cc(=O)c(OCc3c(F)cccc3Cl)co2)CC1 | -0.8 | 0.8
CC1(C)CC(=O)C=C(Nc2ccc(Cl)cc2)C1 | -1.3 | -3.2
O=C(NCc1ccccc1)N1CCN(c2ccccc2F)CC1 | · | 15.8
COC(=O)c1ccccc1NC(=O)CN(C)S(=O)(=O)c1cc(C)ccc1OC | 0.5 | 18.8
N#C/C(=C/c1cccc([N+](=O)[O-])c1)c1nnc2n1CCCCC2 | 0.7 | 40.7
CCOC(=O)C1=C(C)OC(N)=C(C#N)C1c1ccccc1 (configuration not stated) | -1.7 | 8.2

One compound at a time, from the list above. Values in the order: STK33 inh	OX1R antag
`Cc1ccc(NC(=O)NC(=O)COc2ccc(Cl)cc2Cl)c(C)c1` reads -0.7	4.0
`CC1(C)CC(=O)C=C(Nc2ccc(Cl)cc2)C1` reads -1.3	-3.2
`C=CCC1C=C(Cc2ccccc2)CC(CC=C)N1` (configuration not stated) reads -1.2	15.4
`Cc1ccn2c(NC3CCCCC3)c(C(C)C)nc2c1` reads -0.1	4.7

(list continues)
SMILES | STK33 inh | OX1R antag
Cc1ccccc1NC(=O)NCCc1ccc(Cl)cc1 | 0.2 | 15.0
CCOC(=O)CSc1nc2sc(C)c(C)c2c(=O)n1N | -2.7 | 5.3
Cc1c(C(=O)Nc2ccccc2F)sc2ncn(CC(=O)N3CCCCC3)c(=O)c12 | 3.0 | 17.5
Cc1nn(C)c(Cl)c1/C=N/OC(=O)c1ccccc1 | -0.8 | 2.6
COc1ccc(CN2CCC(CO)(Cc3cccc(C(F)(F)F)c3)CC2)cc1Cn1cccn1 | -1.8 | 11.7
CN(CC(=O)Nc1cccc(F)c1)C(=O)Cn1c(=O)oc2ccccc21 | -1.3 | 0.2
Cc1cc(-n2c(C)cc(C(=O)CN3C(=O)NC4(CCCC4)C3=O)c2C)no1 | 1.0 | 12.4
CCOCCCN(C)C1CCN(C(=O)c2oc3ccccc3c2NC(=O)c2ccc(F)cc2)CC1 | 0.1 | 8.3
O=[N+]([O-])c1cc(C(F)(F)F)ccc1NCCc1c[nH]c2ccccc12 | -0.7 | 20.5
CC(OC(=O)c1ccc(O)cc1)C(=O)Nc1cc(C(F)(F)F)ccc1Cl (configuration not stated) | 0.3 | 12.7
Cc1ccc(S(=O)(=O)CCC(=O)OCc2cc(=O)oc3cc(C)ccc23)cc1 | -1.5 | 14.8
COc1ccc(S(=O)(=O)NCCSCc2ccco2)cc1 | 0.5 | 10.9
COCCn1c(=O)c2c(nc3n2CCCN3CCc2ccccc2)n(C)c1=O | -0.9 | 4.5
O=C(CCN1CCCCC1)NNC(=O)C12CC3CC(CC(C3)C1)C2 | 1.7 | 21.8
COc1ccc(S(=O)(=O)NCc2ccco2)cc1C(=O)N1CCCCC1 | -2.1 | 10.5
COc1cccc(NC(=O)CN(C)C(=O)C23CC4CC(CC(Cl)(C4)C2)C3)c1 | 7.8 | 10.0
CN(C/C=C/c1ccccc1[N+](=O)[O-])Cc1ccccc1 | -6.3 | 23.5
C=CCOC(=O)C1=C(C)Nc2[nH]c(=O)[nH]c(=O)c2C1c1ccccc1 (configuration not stated) | 3.0 | 12.7
O=C(Cc1csc(-c2ccccc2)n1)NCc1ccc(F)cc1 | -0.7 | 21.8
CCC(=O)c1ccc2ncccc2c1 | -1.4 | 20.1
CN1CCN(C(=S)NC(=O)c2ccccc2Cl)CC1 | 0.5 | 27.8
O=C(NCc1ccc(F)cc1)C(c1ccccc1)N(C(=O)c1csnn1)C1CCCC1 (configuration not stated) | -0.9 | 37.2
NC(=O)NC(=O)C[n+]1cccc(/C=N/O)c1 | -1.3 | 7.6
Nc1nnc(C(=O)c2ccccc2N)s1 | 2.5 | 16.4
O=C(COc1ccc([N+](=O)[O-])cc1)N1CCN(c2nnc(-c3ccccc3)c3ccccc23)CC1 | -2.3 | 15.6
O=C(CCc1nnc(-c2ccc3c(c2)OCO3)o1)N1CCC(c2ccc(F)cc2)C1 (configuration not stated) | -14.5 | 12.1
O=C(COC(=O)c1cc(=O)[nH]c2ccccc12)Nc1nccs1 | -0.7 | 13.8
Cc1ccc(C(=O)Nc2sc(C)c(-c3ccccc3)c2C(N)=O)cc1[N+](=O)[O-] | -1.4 | 3.3
COc1ccc(Cl)cc1-c1nc(SCC(=O)NC(C)C(C)C)n[nH]1 (configuration not stated) | -0.8 | 17.9
CCc1ccc(Nc2nc(C)cc(C)n2)cc1 | -0.7 | 2.1
COc1ccc(NC(=O)c2cncc(Br)c2)c(S(=O)(=O)N2CCOCC2)c1 | 1.8 | 10.4
CCCCn1c(O)c(N=NC(=O)Cn2c(C(F)(F)F)nc3ccccc32)c2ccccc21 | -2.2 | 7.7
Cn1c(=O)c2c(nc(OCCc3ccccc3)n2C)n(C)c1=O | 0.8 | 13.0
CCOc1ccc(NC(=O)CCNC(=O)C2CCN(S(=O)(=O)c3ccccc3)CC2)cc1 | 0.9 | 7.1
CCCn1c(CCC(=O)O)ccc1-c1ccc(F)cc1 | -1.0 | 7.1
COc1ccc(/C=C/c2nc3ccccc3n2Cc2ccccc2OC)cc1 | -0.9 | 26.5
C[C@H](CO)N1C[C@H](C)[C@@H](CN(C)Cc2ccc3c(c2)OCO3)Oc2c(NS(C)(=O)=O)cccc2C1=O | 0.4 | -0.4
COC(=O)C1=NNCC12CC(=O)N(c1ccc(Br)cc1)C2=O (configuration not stated) | -0.9 | 23.5
COC(=O)CSc1n[nH]c(=S)s1 | -0.1 | 11.6
CSc1ccc(S(=O)(=O)NCC(=O)OCC(=O)N2CCCCC2C)cc1[N+](=O)[O-] (configuration not stated) | -1.0 | 47.2
CCOC(=O)c1c(NC(=S)NCc2ccccc2)sc2c1CCN(C(=O)OCC)C2 | -3.3 | 12.5
Cn1nnnc1Sc1ncnc2scc(-c3ccc4c(c3)OCO4)c12 | 0.7 | 11.8
O=C(O)CCc1n[nH]c(=S)[nH]c1=O | 0.1 | 7.1
CCOc1ccc(S(=O)(=O)NCc2ccc3c(c2)OCO3)cc1C(=O)O | -1.7 | 16.1
Cc1ccc(CCNC(=O)CCS(=O)(=O)c2ccc3c(c2)oc(=O)n3C)cc1 | 0.3 | 3.2
CCOc1ccc(/C=N/NC(=O)c2nnn(-c3nonc3N)c2-c2cccs2)cc1 | -0.5 | 2.7
Cc1ccc(NC(=O)CS(=O)CC(=O)Nc2cnc3ccccc3c2)cc1Cl (configuration not stated) | 0.2 | 6.1
CC(C)Cn1c(=O)c2ccccc2n2c(CCC(=O)O)nnc12 | -2.5 | -12.4
CCCNC(=O)NC(=O)CN1C(=O)NC(C)(c2ccc3ccccc3c2)C1=O (configuration not stated) | -0.6 | 9.4
CN(CC(=O)Nc1ccccc1Br)Cc1nc2ccccc2c(=O)[nH]1 | -0.9 | 19.2
COc1ccc(-n2nc(C(=O)NCC(=O)Nc3cccc(NC(C)=O)c3)c3ccccc3c2=O)cc1 | -0.6 | 38.6
Cc1ccc(C(=O)NCC(=O)OCc2nnc(-c3ccccc3)o2)cc1 | -0.6 | -1.4
Cn1c(SCC(=O)Nc2ccc3[nH]c(=O)[nH]c3c2)nnc1-c1ccc(F)cc1 | 2.9 | 3.1
CCCCCOc1cccc(C2C(C(=O)c3cccs3)=C(O)C(=O)N2CCN2CCOCC2)c1 (configuration not stated) | -1.3 | 22.2
Nn1c(COc2ccccc2)nnc1SCc1cc(=O)[nH]c2ccccc12 | -1.4 | -2.4
Cn1c(Cn2c(=O)sc3ccccc32)nnc1SCC(=O)N1CCCc2ccccc21 | -0.9 | 6.6
COc1ccc(NS(=O)(=O)c2cccc(C(=O)N/N=C/c3cccs3)c2)cc1 | 0.1 | 4.5
Cc1ccc(C2=N/C(=C\N3CCCCC3)C(=O)O2)cc1 | -0.5 | 2.4
O=C(O)COc1ccccc1/C=N/NC(=O)CSc1nnc(-c2ccc(Cl)cc2)n1C1CCCCC1 | -0.1 | 7.4
NC(=O)c1ccccc1NC(=O)CCCCCn1nnc2ccccc2c1=O | -0.7 | 18.1

Structural class: the entries above containing a nitro group on carbon (7)
SMILES | STK33 inh | OX1R antag
CC(=N\NC(=O)c1ccc([N+](=O)[O-])cc1)/C(=N/O)C(=O)Nc1ccccc1 | 1.0 | 29.9
N#C/C(=C/c1cccc([N+](=O)[O-])c1)c1nnc2n1CCCCC2 | 0.7 | 40.7
O=[N+]([O-])c1cc(C(F)(F)F)ccc1NCCc1c[nH]c2ccccc12 | -0.7 | 20.5
CN(C/C=C/c1ccccc1[N+](=O)[O-])Cc1ccccc1 | -6.3 | 23.5
O=C(COc1ccc([N+](=O)[O-])cc1)N1CCN(c2nnc(-c3ccccc3)c3ccccc23)CC1 | -2.3 | 15.6
Cc1ccc(C(=O)Nc2sc(C)c(-c3ccccc3)c2C(N)=O)cc1[N+](=O)[O-] | -1.4 | 3.3
CSc1ccc(S(=O)(=O)NCC(=O)OCC(=O)N2CCCCC2C)cc1[N+](=O)[O-] (configuration not stated) | -1.0 | 47.2

The listing continues.
SMILES | STK33 inh | OX1R antag
CCc1ccc2c(COC(=O)C3CSC4(C)CCC(=O)N34)cc(=O)oc2c1 (configuration not stated) | -0.9 | 14.5
CCOc1ccc(C2/C(=C(\O)c3ccc4c(c3)OCCO4)C(=O)C(=O)N2CCCn2ccnc2)cc1OC (configuration not stated) | -0.5 | 5.0
O=S(=O)(CCc1nc2ccccc2o1)c1ccc(Cl)cc1 | -0.7 | 15.1
C[C@]1(C(=O)NCCc2c[nH]c3ccccc23)C=C[C@@H](Cc2ccccc2)N1C(=O)c1ccccc1 | -0.5 | 22.7
CCN(CC)CCN1C(=O)C(=O)/C(=C(/O)c2ccc(OC(C)C)cc2)C1c1ccncc1 (configuration not stated) | -0.9 | 28.9
Cc1ccc(CSCCNC(=O)/C=C/c2ccccc2Cl)cc1 | -1.8 | 10.8
COc1ccc([C@@H]2[C@@H]3C(=O)N(C(C)(C)C)C(=O)[C@@H]3[C@]3(Cc4ccccc4)C(=O)N(c4ccc(OC)cc4)C(=O)N23)cc1 | 0.0 | 10.2
O=C(COC(=O)Cc1cccc(C(F)(F)F)c1)NC(=O)NC1CCCC1 | -1.9 | 2.5
O=C(OCCCOC(=O)c1ccc([N+](=O)[O-])o1)c1ccc([N+](=O)[O-])o1 | -2.2 | 52.9*
Cn1nc(C(=O)NCC2CCCO2)c2ccccc2c1=O (configuration not stated) | -0.7 | 10.1
